Source: PubChem BioAssay (The Scripps Research Institute Molecular Screening Center)
CHRM1 PAM = human CHRM1 positive allosteric modulation. 360,000 tested, 0.088% active. activation, % at 3 µM. CHO-K1 hM1, Fluo-8 calcium fluorescence, ACh EC20; 0% = ACh EC20, 100% = maximal ACh. P11229; in the data active means activation above about 19%, passing the limit was not always enough
M1 ag = agonists of human M1 muscarinic receptor. activation, % at 3 µM. 360,000 tested, 0.33% active. CHO-K1 hM1, Fluo-8 calcium fluorescence, agonist mode; 0% DMSO, 100% acetylcholine EC100. P11229;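 active means activation above the run's mean compound activation plus 3 SD, cut at about 16% in these data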;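 further: peak over basal fluorescence ratio within a 140 s kinetic read after compound addition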
OXTR potentiate = human OXTR potentiation | CHO-OTR cells, Fluo-8 calcium fluorescence, potentiator mode; 0% = oxytocin EC15, 100% = EC100 | activation, % at 3 µM | 320,000 tested, 0.061% active | AID 2445;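 active means activation above that plate's cutoff, the mean activation of tested compounds plus 3 SD, cut at about 6.6% in these data, passing the limit was not always enough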;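 further: 100% uses oxytocin at 75 nM as the full agonist control; some results filed as inactive read as strong as hits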
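assay system = CHO-OTR cells, human receptor | schedule = compound 6 min at room temperature before oxytocin, 100 s read | detection = Fluo-8 intracellular calcium fluorescence, ex 470-495, em 515-575 nm | evaluation = normalized max/min fluorescence ratio, % activation | control set = EC15 oxytocin alone as 0%, 75 nM oxytocin (EC100) as 100%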
TAAR1 agonist = human TAAR1 agonism | Q96RJ0 | CHO RD-HGA16 TAAR1, Fluo-8 calcium fluorescence; vehicle wells 0%, saturating PEA agonist 100% | activation, % at 3 µM | 360,000 tested, 0.99% active | AID 624467;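 active means activation above the mean activation of all test compounds in the run plus 3 SD, cut at about 38% in these data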
Target sequence (Q96RJ0 whole entry, looked up): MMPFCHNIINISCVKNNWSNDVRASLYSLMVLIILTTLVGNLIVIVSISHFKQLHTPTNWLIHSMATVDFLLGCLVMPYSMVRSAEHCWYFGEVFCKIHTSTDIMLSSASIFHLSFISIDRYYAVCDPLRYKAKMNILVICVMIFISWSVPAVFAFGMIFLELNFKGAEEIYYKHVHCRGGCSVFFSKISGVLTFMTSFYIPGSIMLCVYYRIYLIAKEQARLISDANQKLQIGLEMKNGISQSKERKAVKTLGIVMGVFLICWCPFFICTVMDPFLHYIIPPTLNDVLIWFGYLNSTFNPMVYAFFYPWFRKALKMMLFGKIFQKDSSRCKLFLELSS
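Test system: RD-HGA16 (CHO) cells co-expressing Gα16 and hTAAR1 / Benchmarks: DMSO vehicle as 0%, PEA at EC100 as 100% / Repeats: no replicates (n 1) / Measure: % activation from peak over basal fluorescence ratio, DMSO-to-PEA scaled / Timing: 17-24 h plating, Fluo-8 75 min 37 °C, 30 min RT / Technique: kinetic Fluo-8 calcium fluorescence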
M1 antag = antagonists of human M1 muscarinic receptor | inhibition, % at 3 µM | P11229 | CHO-K1 hM1, Fluo-8 calcium fluorescence, ACh EC80 antagonist | AID 588852 | 360,000 tested, 1.3% active;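 active means percent inhibition above its own plate's cutoff, namely the mean of that plate's compound wells plus 3 SD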;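 further: peak over basal fluorescence ratio during 140 s after agonist addition; 0% = ACh EC80 plus DMSO and 100% = DMSO alone without agonist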
OXTR ag = agonists of human oxytocin receptor; P30559; CHO-OTR cells, Fluo-8 calcium fluorescence; normalized: DMSO 0%, oxytocin 100%; activation, % at 3 µM; 320,000 tested, 0.32% active;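 active means activation above the mean of all tested compounds plus 3 SD, cutoff set per screening run, cut at about 20% in these data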;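 further: peak over basal fluorescence ratio from a 100 s FLIPR kinetic read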
TAAR1 antagonist = antagonists of human TAAR1 | CHO RD-HGA16 TAAR1, Fluo-8 calcium fluorescence, antagonist | 360,000 tested, 1.5% active | inhibition, % at 3 µM | AID 624466;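 active means inhibition above a per-plate cutoff, the mean inhibition of test compounds on that plate plus 3 SD, cut at about 49% in these data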;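 further: 0% = DMSO plus EC80 beta-PEA response and 100% = DMSO alone without agonist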
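Test system – hTAAR1-expressing CHO RD-HGA16 cells, Gα16-coupled · Also added – β-PEA at EC80 concentration, post-compound challenge · Compound – 3 µM, single point · Incubation – dye loading 75 min at 37 °C, then 30 min room temperature · Measured by – Fluo-8 intracellular calcium dye fluorescence, real-time kinetic reads · Benchmarks – vehicle and agonist controls · Replicates – singlicate, one well per test compound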
CHO parental Ca = signal in parental CHO cells, OX1R antagonist counter-screen; parental CHO-K1, ATP-induced calcium, Fluo-8 fluorescence; inhibition, % at 5.6 µM; 330,000 tested, 0.63% active; AID 463079;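 active means inhibition above that plate's mean sample inhibition plus 3 SD, cut at about 26% in these data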;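 further: 0% = ATP-challenged DMSO wells and 100% = DMSO wells without ATP; some compounds past the cut are filed as inactive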
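Assay system: untransfected parental CHO cell line. Also added: ATP agonist challenge. Dosing: one dose, 5.6 µM nominal. Measured by: Fluo-8 fluorescence. Read-out: % inhibition. Benchmarks: ATP wells versus no-ATP DMSO wells. Repeats: no replicates.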
V1aR counter = V1a receptor agonism, counter-screen for OXTR agonists; P37288; CHO-V1R cells, Fluo-8 calcium fluorescence, agonist mode; 0% DMSO, 100% 3 nM vasopressin; activation, % at 3 µM; 320,000 tested, 0.25% active;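 active means activation above the mean activation of all tested compounds plus 3 SD, per screening run, cut at about 20% in these data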;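 further: signal is peak over basal fluorescence ratio across a 100 second FLIPR read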
Target sequence (P37288 whole entry, looked up): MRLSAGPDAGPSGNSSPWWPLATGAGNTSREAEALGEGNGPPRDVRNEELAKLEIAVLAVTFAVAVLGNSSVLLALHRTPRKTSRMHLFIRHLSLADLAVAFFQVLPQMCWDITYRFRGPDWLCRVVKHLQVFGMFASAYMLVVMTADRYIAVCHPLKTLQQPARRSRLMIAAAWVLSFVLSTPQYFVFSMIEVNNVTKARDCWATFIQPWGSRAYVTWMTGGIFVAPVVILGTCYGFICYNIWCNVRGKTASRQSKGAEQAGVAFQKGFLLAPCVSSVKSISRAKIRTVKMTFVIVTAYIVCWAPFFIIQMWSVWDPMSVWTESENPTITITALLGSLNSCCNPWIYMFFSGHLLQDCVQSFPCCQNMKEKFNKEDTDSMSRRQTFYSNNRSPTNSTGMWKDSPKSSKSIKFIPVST
Starred values were filed as active, the others as inactive; x = no result given.

SMILES	CHRM1 PAM	M1 ag	OXTR potentiate	TAAR1 agonist	M1 antag	OXTR ag	TAAR1 antagonist	CHO parental Ca	V1aR counter
Cc1nc(SCC(=O)c2cc3ccccc3oc2=O)c(C#N)c(-c2ccccc2)c1C(=O)Nc1ccccc1	7.5	-5.6	-13.5	1.5	-5.5	-0.8	3.5	-12.1	0.8
COC(=O)c1cc(C(=O)OCC(=O)NC(=O)NCc2ccccc2)cc([N+](=O)[O-])c1	8.4	-4.9	-3.7	5.5	-9.9	-0.4	-4.3	-11.3	0.9
COc1cc2c(cc1OC)CN(C1CCCN(Cc3cc(Cl)ccc3O)C1)CC2 (stereo not drawn)	0.8	-9.0	1.9	2.7	-12.2	0.6	-0.6	-18.8	0.0
COc1ccc(F)cc1S(=O)(=O)n1nc(C)cc1C	9.8	-4.3	-12.3	4.2	-15.6	0.1	-4.5	10.6	1.1
CCC(C)(C)n1nnnc1C(c1cc2cc(C)cc(C)c2[nH]c1=O)N1CCN(C(=O)c2ccco2)CC1 (stereo not drawn)	3.0	-6.4	-1.4	4.3	-3.9	-1.0	-2.8	-27.2	-1.2
COC(=O)CSC1=C(C#N)C(c2ccc(Cl)cc2)C(C(=O)OC)C(=O)N1 (stereo not drawn)	1.7	-3.0	-9.8	-0.7	-15.7	6.1	5.8	2.9	4.3
O=C(CC1C(=O)NCCN1Cc1c(F)cccc1Cl)NC1CCCCCC1 (stereo not drawn)	-0.3	-4.9	-0.3	5.9	4.7	0.1	-20.5	-13.2	-0.4
CC(CP(=O)(O)O)NC(=O)Cc1ccccc1 (stereo not drawn)	7.1	-3.4	-7.0	1.6	-10.3	0.9	-0.8	-13.2	4.1
O=C(Nc1ccc2c(c1)C(=O)NC2=O)c1cc(Cl)ccc1Cl	1.5	-0.8	-5.7	2.9	3.3	-0.4	18.9	-6.2	0.2
NS(=O)(=O)c1cccc(NC(=O)c2cc(-c3cccs3)nc3ccccc23)c1	-2.1	-2.6	-2.5	10.6	16.1	1.5	67.2*	-9.1	0.3
O=C(O)CCC(=O)N1N=C(c2cccs2)CC1c1cccc([N+](=O)[O-])c1 (stereo not drawn)	24.2	-1.8	-10.7	0.4	-1.1	0.6	13.0	5.5	-1.3
COc1ccc(C2C(C#N)=C(N)N(Nc3ccccc3)C3=C2C(=O)CC(C)(C)C3)cc1C (stereo not drawn)	4.9	-1.3	-9.3	20.1	-7.9	-2.7	27.1	-30.8	-0.1
CCCn1c(=N)n(CC(=O)c2ccc(Cl)c(Cl)c2)c2ccccc21	5.0	-6.4	-16.0	10.6	-3.9	-2.1	-2.1	-16.7	0.9
Cc1ccc(/C=N/n2nnnc2N)cc1[N+](=O)[O-]	5.2	-1.2	-13.6	0.8	-1.7	-1.1	-0.1	-3.2	-0.1
COC(=O)N1C(=O)[C@](c2ccccc2)(C2CCCCC2)N1C(=O)OC	8.7	-6.2	-6.1	12.2	-5.1	-2.3	-9.4	1.8	-1.3

Molecules from the list above containing a carbonyl joined to an NH by a bond outside any ring (six):
SMILES	CHRM1 PAM	M1 ag	OXTR potentiate	TAAR1 agonist	M1 antag	OXTR ag	TAAR1 antagonist	CHO parental Ca	V1aR counter
Cc1nc(SCC(=O)c2cc3ccccc3oc2=O)c(C#N)c(-c2ccccc2)c1C(=O)Nc1ccccc1	7.5	-5.6	-13.5	1.5	-5.5	-0.8	3.5	-12.1	0.8
COC(=O)c1cc(C(=O)OCC(=O)NC(=O)NCc2ccccc2)cc([N+](=O)[O-])c1	8.4	-4.9	-3.7	5.5	-9.9	-0.4	-4.3	-11.3	0.9
O=C(CC1C(=O)NCCN1Cc1c(F)cccc1Cl)NC1CCCCCC1 (stereo not drawn)	-0.3	-4.9	-0.3	5.9	4.7	0.1	-20.5	-13.2	-0.4
CC(CP(=O)(O)O)NC(=O)Cc1ccccc1 (stereo not drawn)	7.1	-3.4	-7.0	1.6	-10.3	0.9	-0.8	-13.2	4.1
O=C(Nc1ccc2c(c1)C(=O)NC2=O)c1cc(Cl)ccc1Cl	1.5	-0.8	-5.7	2.9	3.3	-0.4	18.9	-6.2	0.2
NS(=O)(=O)c1cccc(NC(=O)c2cc(-c3cccs3)nc3ccccc23)c1	-2.1	-2.6	-2.5	10.6	16.1	1.5	67.2*	-9.1	0.3

Remaining list, next part.
SMILES	CHRM1 PAM	M1 ag	OXTR potentiate	TAAR1 agonist	M1 antag	OXTR ag	TAAR1 antagonist	CHO parental Ca	V1aR counter
COCCNC(=S)N/N=C/c1ccc(OCc2ccc(C(=O)OC)cc2)c(OC)c1	x	x	-9.4	x	x	0.4	x	-5.5	4.5
COC(=O)c1ccccc1NC(=O)Nc1cccnc1	8.6	-2.7	0.0	11.3	-11.2	1.3	1.4	-2.3	0.2
COc1ccc(C)cc1NC(=O)CN(c1ccccc1F)S(C)(=O)=O	9.2	1.0	-22.2	4.0	-8.2	1.4	7.1	-15.0	-0.5
CSc1nsc(SC)c1NC(=O)OCc1ccccc1	-9.7	-6.0	-4.7	-0.1	14.3	-0.5	2.3	-23.6	-1.2
CSc1nc(C)c(Cc2ccccc2)c(=O)[nH]1	-6.4	-6.8	-2.2	1.9	9.7	-1.1	-8.8	-11.5	0.0
COc1ccc(Nc2cc(C)c3ccc(O)cc3n2)cc1	-2.9	-1.6	-3.5	-0.8	2.4	1.1	-1.7	-10.7	0.1
CCN1CCN(c2cc(C)c3cc(NC(=S)N4CCN(c5ccccc5)CC4)ccc3n2)CC1	-2.0	-4.9	-4.7	4.6	-6.5	4.2	-26.5	-7.5	2.0
COc1cccc(NC(=O)C2CCN(S(=O)(=O)c3ccc4[nH]c(=O)oc4c3)CC2)c1	9.5	-2.4	-0.3	1.4	-11.2	-1.0	-5.8	-0.9	0.5
O=C(NCc1ccc(Cl)cc1)C1CCN(S(=O)(=O)c2cccs2)CC1	2.6	-3.7	-1.1	3.3	-7.5	3.2	6.9	-12.8	2.8
Cc1onc(-c2ccccc2)c1C(=O)N1CCN(c2ccccn2)CC1	5.0	-4.8	-4.4	-0.3	-4.7	-0.7	-4.4	-8.0	-0.1
COC(=O)CNC(=O)c1cn(CC(C)C)c(=O)c2cc(OC)c(OC)cc12	5.6	-3.4	-2.3	5.9	-4.4	-0.1	5.3	-7.5	0.0
Cc1cccc(NS(=O)(=O)c2cc3c(cc2C)NC(=O)CO3)c1	8.2	-0.2	-8.7	2.5	-10.1	3.5	9.6	3.4	4.4
C[C@H](CO)N1C[C@H](C)[C@H](CN(C)C(=O)c2ccccc2)Oc2cc(Br)ccc2S1(=O)=O	5.3	-2.7	x	4.2	-6.7	x	-0.8	x	x
Cc1cc([N+](=O)[O-])nn1CC(=O)Nc1cc(F)ccc1F	4.2	-4.8	-20.4	1.7	-4.8	0.5	13.9	9.9	0.0
CC1CCC(C(=O)NC(C(=O)N2CCc3ccccc3C2)C(C)C)CC1 (stereo not drawn)	5.8	-3.6	-2.4	24.7	-6.9	-2.6	-7.9	-23.2	5.4
CC(C)Nc1nnc(SC(C)C(=O)N(C)C2CCCCC2)s1 (stereo not drawn)	-3.5	-4.1	0.3	-0.4	9.2	-1.4	-5.6	-8.1	-1.2
COc1c(Br)cc(Br)cc1C(=O)Nc1ccccc1N1CCCC1	4.7	-2.9	x	1.0	-9.1	x	-10.7	x	x
Cc1ccc(CNC(=O)CC(C)S(=O)(=O)c2ccc3c(c2)NC(=O)C(C)S3)cc1 (stereo not drawn)	-1.4	0.3	-20.9	9.2	0.7	6.2	34.1	-16.5	7.3
Cc1cc(Nc2cc(Cl)nc(Sc3ccc(NC(=O)C4CC4)cc3)n2)n[nH]1	2.2	-2.0	-10.7	8.6	-5.1	1.0	40.3	-2.5	1.9
Cc1ccc(S(=O)(=O)N2CCN(C(=O)Cn3c(=O)oc4ccccc43)CC2)c(C)c1	1.1	-3.9	1.1	0.0	-3.5	0.6	5.6	-28.5	0.6
Cc1ccccc1Cn1cc(NC(=O)COc2ccccc2)cn1	-1.4	-1.2	-18.9	15.1	-7.5	1.8	8.3	-20.2	1.7
Cc1ccc(S(=O)(=O)N2CCOCC2)cc1NC(=O)CSc1nnnn1C1CCCC1	-0.7	0.4	-9.2	2.2	6.1	-0.6	-3.1	-9.1	0.8
Cc1cc(OCCSc2nnc(-c3cccs3)n2C)ccc1Cl	-13.5	-4.1	-12.0	14.7	-10.4	-1.4	-12.0	-31.0	0.7
Cc1nn(CC(=O)NCc2ccco2)c(C)c1[N+](=O)[O-]	3.5	-2.9	-5.7	0.3	-8.0	0.1	-30.5	11.8	-0.2
O=C(Cn1nc(-c2ccccc2)c2ccccc2c1=O)Nc1cccc(O)c1	5.7	-1.7	-8.9	11.8	-9.9	0.5	-16.9	-6.7	1.9
Nc1cc(-c2cccc(Br)c2)nn1Cc1ccccc1	7.4	-6.6	-11.6	-0.2	-2.5	0.3	11.0	-9.9	3.2
c1ccc(COc2ccc(OCCn3cncn3)cc2)cc1	5.9	-2.6	-10.8	12.1	-5.5	5.5	12.4	13.5	6.3
CC(OC(=O)C12CCC(=O)N1c1ccccc1S2)C(=O)Nc1cccc(Cl)c1 (stereo not drawn)	5.0	-3.4	-7.0	2.3	2.0	0.5	14.5	-8.7	-0.1
Cn1c(=O)c2c(ncn2CC(=O)OCC(=O)Nc2cc(Cl)ccc2C#N)n(C)c1=O	6.2	1.9	-7.1	1.5	-5.5	4.5	7.5	-1.5	3.3
COc1ccc(CCCc2nnc(SCC(=O)Nc3ccccc3F)o2)cc1	9.4	-6.4	-8.0	4.1	-0.9	-0.8	-1.2	-17.2	0.1
CC(=O)N(Cc1ccccc1)c1ncc2c(n1)c(=O)c(C#N)c1ccccn12	2.3	-4.1	-5.8	-1.9	6.1	-0.5	-16.2	-15.0	-0.9
CC1(C(=O)NS(=O)(=O)c2ccc(Cl)s2)CCN1C(=O)C1(c2ccc(Cl)cc2)CC1 (stereo not drawn)	3.3	-5.2	x	1.5	-4.7	x	-8.0	x	x
CC(=O)c1cnc(N2CCCCC2)nc1C	-3.6	-4.5	-0.4	7.7	5.0	-0.1	7.4	1.1	-0.1
CC(C)(C)n1ncc2c(=O)n(CC(=O)NCCc3ccccc3)cnc21	8.9	-1.8	-3.6	4.8	-5.8	0.1	-4.2	-12.3	0.5
CC1CCN(C(c2cccs2)c2nnnn2Cc2ccccc2)CC1 (stereo not drawn)	-2.0	-5.0	-13.9	4.1	-3.6	-2.1	17.5	3.9	-1.1
CN(C)Cc1nnnn1-c1cccc(-n2nnnc2CN(C)C)c1	8.7	-4.0	-1.7	0.9	-16.3	1.1	5.2	-11.5	1.1
